Screens as filed in PubChem BioAssay.
aSyn rescue: qHTS of alpha-syn Inhibitors | Yeast expressing alpha-synuclein, growth rescue, BacTiter-Glo, 24 h | Potency, µM (titrated, usually from 46.1 µM), for the others: top-dose growth rescue (activation), hits mostly activators | 0.14% of 370,000 active; note: potency is the fitted concentration of half-maximal effect; % of control where 0% means no effect; nearly all actives have a fitted effect of over 65% in size
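Rescue of yeast growth: cells expressing toxic alpha-synuclein, induced in galactose at OD600 0.02, incubated with compound 24 h at 30 C. ATP luminescence quantified growth; inhibitors of toxicity appear as activators.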
Abeta yeast res: qHTS for compounds that reverse cellular toxicity of Amyloid beta (A-beta) peptide in yeast: Primary Screen; 0.063% of 410,000 active; Potency, µM (titrated, usually from 46.1 µM), without a hit: top-dose growth rescue, usual class: activators; yeast expressing A-beta42, growth rescue, OD600, 48 h; response scale: 0% DMSO, 100% iron-clioquinol control; note: potency is the fitted concentration of half-maximal effect; nearly all actives have a fitted effect of over 55% in size
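Yeast A-beta toxicity model in growth medium with pinned compounds, 48 h at 30 C; growth read as absorbance at 600 nm. Normalized to FeCl3/clioquinol equimolar mix (positive) and DMSO (negative).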
PLK1 PBD block: qHTS for Inhibitors of PLK1-PDB (polo-like kinase 1 - polo-box domain): Primary Screen. Serine/threonine-protein kinase PLK1 (Homo sapiens), P53350. Plk1 PBD binding of FITC phosphopeptide, fluorescence polarization. Potency, µM, without a hit: max response, negative = inhibition, hits mostly inhibitors. 2.8% of 360,000 active. AID 720504, 2013; note: potency is the fitted concentration of half-maximal effect; series mostly up to about 57 µM; % is set by controls: 0 for no effect and ±100 for the full control effect; nearly all actives have a fitted effect of over 65% in size
Target sequence (P53350 whole entry, looked up, the tested form may be a part): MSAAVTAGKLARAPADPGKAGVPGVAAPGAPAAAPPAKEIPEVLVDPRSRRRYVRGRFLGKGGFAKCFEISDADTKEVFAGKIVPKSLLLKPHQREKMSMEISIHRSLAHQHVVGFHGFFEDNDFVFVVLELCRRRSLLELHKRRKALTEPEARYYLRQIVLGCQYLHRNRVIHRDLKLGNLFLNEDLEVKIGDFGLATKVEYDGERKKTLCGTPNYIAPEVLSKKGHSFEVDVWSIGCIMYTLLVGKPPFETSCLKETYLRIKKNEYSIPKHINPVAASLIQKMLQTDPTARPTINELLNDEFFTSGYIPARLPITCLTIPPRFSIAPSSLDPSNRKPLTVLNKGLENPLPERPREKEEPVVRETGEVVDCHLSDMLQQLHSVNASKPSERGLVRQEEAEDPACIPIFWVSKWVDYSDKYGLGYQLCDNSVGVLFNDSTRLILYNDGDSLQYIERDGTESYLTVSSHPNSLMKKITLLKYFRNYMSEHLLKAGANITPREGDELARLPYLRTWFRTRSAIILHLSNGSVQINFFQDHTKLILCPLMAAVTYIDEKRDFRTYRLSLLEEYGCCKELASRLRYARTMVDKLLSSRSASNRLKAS
FUS yeast rescue: qHTS for Suppressors of FUS Proteinopathy: Primary screen using FUS-linked yeast assay; S. cerevisiae FUS-expressing, growth rescue, OD600, 24 h; Potency, µM (titrated, usually from 76.6 µM), inactives show at the top dose growth rescue (activation), hits mostly activators; 0.24% of 390,000 active; AID 1347120, 2019;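 note: potency is the fitted concentration of half-maximal effect; plate controls were DMSO vehicle for no effect and reference control for full effect; nearly all actives have a fitted effect of over 55% in size; some results filed as inactive show a strong effect at the top dose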
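Toxicity suppression screen in FUS-yeast. Cells induced with 2% galactose, starting OD 0.005, treated 24hr at 30C with compounds at multiple final concentrations; growth by OD600.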
IL-2 act: qHTS of IL-2 Activators | activation, % (series mostly up to about 46 µM) | IL-2 activation reporter assay, cell-based qHTS; stimulated with anti-CD3/CD4/CD28 beads; in transgenic mouse T cells | 0.065% of 360,000 active | AID 652025, 2013; in the data active = activation above about 50%; inconclusive = mostly about 30% to 49%; note: 0% is about no effect
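Unstimulated transgenic mouse T cells preincubated 60 min with compound, then stimulated with anti-CD3/anti-CD4-coated beads plus anti-CD28 for 18 h at 37 degrees C. IL-2 response read as EGFP and DsRed fluorescence by plate cytometry.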
EPAC1 antag: qHTS for Antagonist of cAMP-regulated guanine nucleotide exchange factor 3 (EPAC1): primary screen. 0.14% of 360,000 active. Rap guanine nucleotide exchange factor 3 (Homo sapiens), O95398. Potency, µM (top dose mostly 115 µM), inactives show at the top dose activity change, negative = inhibition, usual class: inhibitors. AID 720709, 2013. EPAC1 GEF assay, Rap1b-BODIPY-GDP exchange fluorescence;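 note: potency is the fitted concentration of half-maximal effect; plate controls were vehicle for no effect and positive control for full effect; nearly all actives have a fitted effect of over 50% in size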
EPAC1 agonist: qHTS for Agonist of cAMP-regulated guanine nucleotide exchange factor 3 (EPAC1): primary screen. AID 720707, 2013. EPAC1 agonist qHTS, biochemical assay; response scale: 100% = response to 6.5 mM cAMP. Rap guanine nucleotide exchange factor 3 (Homo sapiens), O95398. 0.073% of 360,000 active. Potency, µM (highest dose often 154 µM), for inactives: at the highest dose activation, most hits filed as activators; note: potency is the fitted concentration of half-maximal effect; nearly all actives have a fitted effect of over 60% in size
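Read-out is the fluorescence drop as BODIPY-GDP leaves Rap1B (480 nm excitation, 540 nm emission), recorded every 5 minutes over 30 minutes. Reactions held 100 nM EPAC1, 250 nM Rap1B–BODIPY-GDP and 50 uM GDP, with 6.5 mM cAMP setting full activation.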
PI5P4K alpha inh: qHTS for Inhibitors of phosphatidylinositol 5-phosphate 4-kinase (PI5P4K); Phosphatidylinositol 5-phosphate 4-kinase type-2 alpha (Homo sapiens), P48426; 1.2% of 330,000 active; PI5P4Kalpha enzyme, ADP-Glo luminescence, 60 min; active compounds read low; max response, %; active = max response of -50% or lower; inconclusive = between -30% and -50%; inactive = -30% or higher; note: value at the top dose of about 77 µM; % is set by controls: 0 for no effect and ±100 for the full control effect
Target sequence (P48426 whole entry, looked up): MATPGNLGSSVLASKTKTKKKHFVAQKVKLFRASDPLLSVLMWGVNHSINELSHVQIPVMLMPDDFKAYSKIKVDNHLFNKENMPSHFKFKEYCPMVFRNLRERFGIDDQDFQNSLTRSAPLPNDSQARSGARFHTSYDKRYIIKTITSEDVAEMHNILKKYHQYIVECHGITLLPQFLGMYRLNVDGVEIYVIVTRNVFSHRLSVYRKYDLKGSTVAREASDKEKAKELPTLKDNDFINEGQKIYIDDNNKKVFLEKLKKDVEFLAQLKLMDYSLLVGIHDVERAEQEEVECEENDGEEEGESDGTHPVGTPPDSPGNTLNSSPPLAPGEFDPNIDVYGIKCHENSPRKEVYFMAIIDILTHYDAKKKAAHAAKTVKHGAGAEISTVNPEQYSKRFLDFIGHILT
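Compounds were pin-transferred onto PI5P4Kalpha and substrate in HEPES pH 7.4 buffer with EGTA, CHAPS and 5% DMSO. ATP (5 microM final) started the reaction, which ran 60 minutes at room temperature before ADP-Glo detection.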
WRN helicase inh: qHTS for Inhibitors of WRN Helicase. WRN helicase unwinding, fluorescent forked duplex, kinetic. Potency, µM (top dose mostly 114 µM), for inactives: top-dose activity change, negative = inhibition, actives largely listed as inhibitors. 0.46% of 360,000 active. AID 651768, 2012; note: potency is the fitted concentration of half-maximal effect; % is set by controls: 0 for no effect and ±100 for the full control effect; nearly all actives have a fitted effect of over 55% in size
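Screening of the MLSMR collection measured strand separation of a quenched forked DNA duplex (100 nM) by 20 nM WRN with 2 mM ATP, all final. Compounds were preincubated with enzyme 15 min at room temperature.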
Numbers without * were called inactive; u = inconclusive; x = no result given; & = joins results of further samples; [ ] = another dose, or the depositor's remark. Unless noted, calls come from the whole dose curve; as a rule, active = well fitted curve in the direction sought with a large enough effect; inconclusive = small, poorly fitted or top-dose-only effect, or another doubt; inactive = no such curve, though single readings can be large; an effect the other way counts as inactive or inconclusive.

Every second line gives: aSyn rescue, Abeta yeast res, PLK1 PBD block, FUS yeast rescue, IL-2 act, EPAC1 antag, EPAC1 agonist, PI5P4K alpha inh, WRN helicase inh
COc1ccccc1C1C2C(=O)N(c3ccccc3)C(=O)C2ON1c1ccccc1 (stereo not given)
 : 15%, 10%, -9%, u, -1.0, -8%, 10%, 0, -7%
COc1ccc(S(=O)(=O)Nc2ccccc2C(=O)NC2CC2)cc1NC(C)=O
 : 5%, -6%, 2%, -14%, -0.3, -3%, -1%, 1, 4%
CCN(CC)CC(=O)NN(Cc1ccccc1)c1ccccc1
 : 11%, 12%, 3%, -32%, 0.0, -11%, 1%, 0, -11%
Nc1nc(CSc2ncn[nH]2)nc(Nc2ccc(F)cc2)n1
 : 2%, 0%, -1%, -7%, 0.2, 8%, 13%, -17, -5%
Cc1nn(C)c(C)c1S(=O)(=O)N(CC(=O)NCCN1CCOCC1)c1ccc(C(C)C)cc1
 : -2%, -15%, 2%, -3%, 1.4, 4%, -3%, 1, 4%
O=S(=O)(NC1=NCCC1)c1ccc(F)cc1
 : -5%, -4%, -6%, 18%, 0.4, 10%, 4%, -2, -4%
Nc1c(N2CCCCC2)c2ccccc2oc1=O
 : 4%, -9%, 0%, -9%, -0.3, -18%, 1%, 4, -14%[57.1 µM]
CC(=O)c1ccc(-n2ccnc2)cc1
 : -1%, 3%, -1%, 2%, 0.3, 4%, 9%, 1, -4%
COc1ccc(CCC(=O)NC(C)c2ccccc2)cc1OC (stereo not given)
 : -3%, 3%, -5%, -34%, 2.7, 4%, -6%, 4, -2%
CN1CCN(C(=O)CC2(CC(=O)O)CCCC2)CC1
 : 0%, -16%, -3%, -2%, 5.1, -13%, -3%, 7, 2%
NC(=O)c1cc(-c2csc(-c3cccnc3)n2)ccc1O
 : -4%, 8%, -12%, 11%, 0.7, 22%, 3%, -4, u
CCOC(=O)c1sc(NC(=O)C(C)Sc2nnc(N)s2)nc1C (stereo not given)
 : 5%, 9%, -3%, 3%, 0.7, -4%, 6%, 1, -14%
COc1ccc(CNC(=O)/C(C#N)=C/c2cccc(OC)c2OC)cc1
 : 8%, 11%, -17%, 3%, -4.1, -20%, 1%, -2, -8%
CCOP(=O)(OCC)c1nc(-c2ccc(C)cc2)oc1NCc1ccccc1
 : 3%, -3%, 0%, 25%, 2.1, -11%, -1%, 0, -8%
O=C(CCl)Oc1ccc2occ(C(=O)c3cccs3)c2c1
 : -16%, -43%[inhibitor], -28%, 28%, 0.1, -3%, 2%, -27, -26%
COc1ccc(S(=O)(=O)CCc2nc3ccccc3s2)cc1
 : 10%, -10%, -2%, -6%, 0.1, -1%, -8%, 0, 3%
Cc1cccc(C(CC(=O)O)NC(=O)C(F)(F)F)c1 (stereo not given)
 : 0%, -12%, 1%, -11%, -0.9, -8%, -11%, -2, -3%
COc1ccc(Cl)cc1NC(=O)CSc1nc(-c2ccccc2)cc(=O)[nH]1
 : -9%, 2%, u, -2%, 0.1, -18%, 6%, 0, 1%
COc1ccc(Cc2noc(CN3CCN(C4CCc5ccccc5C4)CC3)n2)cc1OC (stereo not given)
 : 6%, 6%, -19%, 30%, -0.4, -11%, 3%, -2, -35%
CCOc1ccc(C(=O)CCC(=O)Nc2cc(C)ccn2)cc1
 : -1%, -2%, -8%, 8%, -5.0, 8%, -2%, -21, -7%

Nothing new here: entries from further up.
Every second line gives: aSyn rescue, Abeta yeast res, PLK1 PBD block, FUS yeast rescue, IL-2 act, EPAC1 antag, EPAC1 agonist, PI5P4K alpha inh, WRN helicase inh
COc1ccccc1C1C2C(=O)N(c3ccccc3)C(=O)C2ON1c1ccccc1 (stereo not given)
 : 15%, 10%, -9%, u, -1.0, -8%, 10%, 0, -7%
COc1ccc(S(=O)(=O)Nc2ccccc2C(=O)NC2CC2)cc1NC(C)=O
 : 5%, -6%, 2%, -14%, -0.3, -3%, -1%, 1, 4%

Next section
Every second line gives: aSyn rescue, Abeta yeast res, PLK1 PBD block, FUS yeast rescue, IL-2 act, EPAC1 antag, EPAC1 agonist, PI5P4K alpha inh, WRN helicase inh
CCOC(=O)C1=C(C)NC(C)=C(C(=O)OCC)C1C(=O)OC1CCOC1=O (stereo not given)
 : 9%&1%, 11%&6%, 3%&-3%, 1%&19%, 0.3&1.2, 7%&3%, 1%&4%, 1&-1, 16%&-1%
COc1ccc(N2C(=O)/C(=C/c3cccs3)NC2=S)cc1
 : -14%, 3%, 2.7µM*, x, -3.0, -1%, 1%, u, u
CC(C)C[C@H](NC(=O)c1nc[nH]c1C(=O)N1CCN(c2ccccc2)CC1)C(=O)OC(C)(C)C
 : -1%, -8%, -3%, u, 0.9, -24%, -33%[inhibitor], 0, -3%
Cc1ccc(Cl)cc1NC(=O)CN1CCN(C(=O)C2CCCO2)CC1 (stereo not given)
 : -2%, 6%, -1%, 9%, -1.3, -12%, 2%, -2, -2%
O=[N+]([O-])c1ccc(S(=O)(=O)NCC(c2cccnc2)N2CCc3ccccc3C2)cc1 (stereo not given)
 : 4%, -5%, -6%, 30%, -0.3, -7%, 4%, -6, -22%
CCNC(=O)NC(=O)CSc1nc2ccccc2n1CC(C)C
 : 2%, 5%, 1%, x, 1.8, -2%, 8%, -4, -12%
S=C(Nc1ccc(Oc2ccccc2)cc1)N1CCOCC1
 : 9%, u, -7%, 8%, -4.3, -1%, 4%, -5, 3%
CCC(=O)NC(=S)Nc1cccc(Cl)c1N1CCCC1
 : -11%, 14%, -9%, -10%, 2.8, -11%, 10%, 0, -1%
COC(=O)C(NC(C)=O)(Nc1ccc(C)cn1)C(F)(F)F (stereo not given)
 : -3%, -17%, -9%, -7%, -1.8, 17%, -1%, -9, 0%
Cc1cc(C(F)(F)F)nn1CC(=O)Nc1ccc2c(c1)OCO2
 : -1%, 9%, -8%, -2%, -0.2, -3%, -6%, -2, 4%
Cc1cccnc1C(NC(=O)C1CCN(Cc2ccc(Oc3ccccc3)cc2)CC1)c1ccc(F)cc1 (stereo not given)
 : -9%, -3%, 4%, 4%, -0.9, -6%, -3%, 0, -17%
COc1cc(/C=C2/SC(=S)N(Cc3ccccc3)C2=O)cc(Cl)c1O
 : 5%, 7%, -33%, -16%, 11, -4%, 0%, u, -128%
Cc1sc(NC(=O)C2CC=CCC2C(=O)O)c(C(=O)OC(C)C)c1C (stereo not given)
 : 1%, 14%, -6%, -14%, -1.7, 10%, -2%, 1, -11%
COc1cccc(C(=O)N2CCC[C@@H]2C(=O)N2CCC[C@@H]2C(=O)NCc2ccccc2Cl)c1
 : -1%, 8%, 2%, -1%, -0.3, -9%, -3%, -1, -3%
Cc1ccc(CNC(=S)Nc2ccc(C)c([N+](=O)[O-])c2)cc1
 : -11%, 17%, -15%, 9%, 0.3, -11%, 8%, -5, -3%
COC(=O)c1nn(-c2ccccc2)nc1-c1nn(-c2ccccc2)nc1C(=O)OC
 : 12%, -47%[inhibitor], -22%, 32%, 0.3, -12%, 4%, 6, -2%
Cc1cc(C)n2cc(CSCC(=O)O)nc2n1
 : 3%, 9%, 2%, x, -2.9, 9%, 4%, 7, 2%
COCCNC(=O)C1(C)CCCN(Cc2cccc(F)c2)C1 (stereo not given)
 : -15%, -2%, -5%, -9%, 0.2, 12%, -8%, -12, -1%
O=C(O)CCC(=O)NNC(=O)c1cccc(Br)c1
 : 3%, 3%, -6%, x, -0.1, 6%, -1%, 0, -3%
Cc1ccc(S(=O)(=O)C(C)C(=O)NCCS(=O)(=O)c2ccc(Cl)cc2)cc1 (stereo not given)
 : 1%, -2%, -17%, 8%, 1.3, -15%, 7%, -5, 0%
COc1ccc(NC(=O)CSc2nc(C3CC3)nc3ccccc23)cc1
 : 0%, -5%, -7%, 38%, 1.6, 3%, -1%, -8, 0%
COc1cccc(NC(=O)C(Cc2ccccc2)NC(=O)C2CCC(C)CC2)c1 (stereo not given)
 : -1%, -9%, -7%, x, -0.1, -9%, -22%, 3, 1%
CN1CCN(C(CNC(=O)C(=O)NC2CCCCC2)c2ccc(F)cc2)CC1 (stereo not given)
 : 1%, -6%, -6%, 11%, -1.2, 3%, 8%, 8, 0%
O=C1NC(=S)SC1=Cc1cccs1
 : -39%[inhibitor], -78%[inhibitor], u, 44%, -0.7, u, -10%, -67*, -34%
O=C(OCc1nnc(-c2ccc([N+](=O)[O-])cc2)o1)c1ccc(F)c(S(=O)(=O)N2CCOCC2)c1
 : 3%, 3%, 5%, 34%, 3.5, -4%, -1%, u, -3%
NC(=O)C1=C(c2ccccc2)c2ccccc2C1=O
 : -69%[inhibitor], 16%, 4.2µM*, -1%, -0.7, u, 11%, 3, -27%
COc1ccc(N2C(=O)NC3CC2(C)Oc2ccccc23)cc1OC (stereo not given)
 : 5%, 19%, 0%, -7%, -0.7, -2%, -9%, 4, -2%
COc1ccc(S(=O)(=O)N2CCCCCC2)cc1C(=O)Nc1ccc(C(=O)N(C)C)cc1
 : 7%, u, -3%, 14%, -3.4, 16%, 6%, -5, -4%
CCCCc1nc(Cl)c(C#N)c2c1CSC(C)(C)C2
 : -16%, -26%, -2%, -27%, -0.1, -9%, -7%, 10, -8%
CCCc1[nH]nc2c1C(c1cccc(OC)c1)C(C#N)=C(N)O2 (stereo not given)
 : -3%, -2%, u, 22%, -3.8, -8%, -14%, -13, -1%
CC(C)c1ccc(NC(=O)c2cccc(Br)c2)cc1
 : -4%, 6%, 0%, -28%, 0.2, -20%, 5%, 1, -3%
